# TAG inh = reduces triacylglycerol accumulation in H9c2 cells. Nile Red lipid (TAG) fluorescence; cells loaded with 200 µM oleic acid. inhibition, % at 12.5 µM. 230,000 tested, 0.66% active;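 active = pattern-corrected inhibition of lipid staining of at least 50% with the nuclear-stain viability signal not falling by more than 50%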;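 note: 0% = DMSO wells and 100% = triacsin C control wells; some results filed as inactive read as strong as hits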
# TAG inh DAPI viability = second read-out of TAG inh, no call of its own (marks repeat the call); DAPI nuclei signal change (viability), lower = more cytotoxic, %;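 whole-well DAPI fluorescence read on a plate reader as a viability signal; minus 50 percent equals half of cells still viable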
# Active calls of the source: *; i = inactive.
SMILES,TAG inh DAPI viability,TAG inh
Cc1cccc(-c2nnn(CC/C(N)=N/O)n2)c1,15,-21
Cc1cccc(NC(=O)Cn2cnc3ccc(S(=O)(=O)N4CCC(C)CC4)cc3c2=O)n1,3,-16
COc1ccc(S(=O)(=O)N2CCCCC2c2cc(C(=O)NC(C)C)no2)cc1 (stereo unspecified),-6,7
COc1ccc(C(C)=O)cc1COC(=O)CCNS(=O)(=O)c1ccc(C)cc1,-2,-6
O=C(CSc1nc(=O)n(CCCN2CCOCC2)c2c1CCCC2)Nc1ccc(F)c(F)c1,-1,7
COc1cccc(-c2nn(-c3ccc(C)cc3)cc2C(=O)NCC2CCCO2)c1 (stereo unspecified),-2,-8
CC(C)c1nc(SCC(=O)c2ccc(F)cc2)c2ccccc2n1,7,-62
CCOC(=O)CNC(=O)c1sc(NC(=O)c2ccccc2)nc1C,-3,12
Cc1c(-c2ccccc2)nc(N)c(C#N)c1-c1cccs1,-4,-43
CC(=O)N(/N=C1\Sc2ccccc2C1=O)c1ccccc1,-4,-23
CN(CCC1CCCCO1)C(=O)c1cc(COc2ccc(F)cc2F)on1 (stereo unspecified),-10,-15
COC(=O)Cc1c(C)nc2nc(Cc3ccccc3)[nH]n2c1=O,-9,-8
CC(Oc1ccccc1Cl)C(=O)Nc1ccc(S(=O)(=O)N2CCN(C)CC2)cc1 (stereo unspecified),7,-10
O=C(COC(=O)Cn1cnc2ccccc21)NCCc1ccccc1,-2,11
CCOC(=O)C(=CNc1ccc(C#N)cc1)C(=O)OCC,10,-2
Cc1cc(C)nc(N/N=C/c2sccc2C)n1,4,-15
CC(C(=O)c1ccc(Br)cc1)[n+]1cccc2ccccc21 (stereo unspecified),6,-11
Cc1cccc(S(=O)(=O)N(C)C[C@H]2OCc3cnnn3CCCC(=O)N([C@@H](C)CO)C[C@H]2C)c1,2,0
CC(C)N(C(=O)COC(=O)CCC(=O)c1cccs1)c1ccccc1,2,6
CC(=O)Nc1ccc(S(=O)(=O)N2CCN(c3nnnn3-c3ccccc3)CC2)cc1,14,-6
Cc1cc2cc3c(=O)[nH]c(=O)nc-3n(CC(O)C(O)C(O)CO)c2cc1C (stereo unspecified),11,-3
O=S(=O)(Nc1nc2ccccc2nc1NCCN1CCOCC1)c1cccc(Cl)c1,10,4
CCOc1ccc(CCNS(=O)(=O)c2ccc3c(c2)NC(=O)CC(=O)N3)cc1OCC,3,-2
COc1ccc(C2CC(=O)c3cnc(NC(=O)c4cccc(OC)c4)nc3C2)cc1 (stereo unspecified),10,5
O=C(Nc1ccn(Cc2cccc3ccccc23)n1)c1cccnc1,-4,-3
CCc1nnc(NC(=O)C2CCCN2C(=O)NC2CCCCC2)s1 (stereo unspecified),-8,8
CC(C)(C)C(=O)Cn1ncc(NC2CC2)c(Br)c1=O,1,-11
CCC(C(=O)NCc1cccnc1)c1ccccc1 (stereo unspecified),0,1
COc1ccc(C2(CNC(=O)Cc3ccc(OC)c(OC)c3)CCOCC2)cc1,6,-11
COc1ccc(C(=O)Nc2ccc(C(=O)N3CCCCC3C)cc2)c(OC)c1OC (stereo unspecified),-1,0
COc1cc(/C=N/NC(=O)c2nnn(-c3nonc3N)c2C)ccc1OCc1ccc(Cl)cc1,-13,37
CCOC(=O)c1c(Cc2ccccc2)c[nH]c1C,1,-17
Cc1cc(C)nc(NC(=S)Nc2ccc(Br)cc2Cl)c1,-27,27
CC(=O)c1sc(C(C)(C)C)cc1NC(=O)CCC(=O)O,0,-1
COc1ccc(C(=O)N/N=C\c2coc3ccc(C)cc3c2=O)cc1,1,-3
COC(=O)c1[nH]c2cc(OC)ccc2c1NC(=O)CN1CCC(C(N)=O)CC1,16,-5
COc1ccc2c(C#CCCO)c(-c3ccc(S(C)(=O)=O)cc3)sc2c1,i,21
CC(=O)Nc1ccc(NC(=O)CCn2cnnn2)cc1,-7,-7
CCn1c(NC(=O)Nc2cccc(C)c2C)cc2sccc21,2,-1
COC(=O)C(Cc1ccc(O)cc1)NC(=O)CCC(=O)Nc1ccc(S(N)(=O)=O)cc1 (stereo unspecified),-10,-29
O=C(c1ccc(N2CCCC2)c([N+](=O)[O-])c1)N1CCN(CCO)CC1,-8,4
CCCNC(=O)c1cccc(COCC(F)(F)F)c1,9,-17
Cc1cc(-n2nc(C)cc2C)nc(N)n1,0,-7
COc1cc2cc(CCCOC(=O)c3ccco3)oc(=O)c2cc1OC,-9,2
CCCCn1c(N)c(N(CCOC)C(=O)c2cc(-c3ccccc3)nc3ccccc23)c(=O)[nH]c1=O,2,2
CCCCCCSc1ccc([C@H]2N[C@@](C)(C(=O)OC)[C@H]3C(=O)N(CC)C(=O)[C@@H]23)cc1,0,-29
CCn1c(CNC(=O)Cc2ccc(OC)cc2)nnc1SCCOc1ccccc1,-2,14
Cc1cccc(C2=NN(c3ccccc3)[C@@H](C(=O)N3CCOC3=O)[C@@H]2c2ccccc2)c1,33,-20
CCC(Oc1ccccc1)C(=O)Nc1nnc(C(F)(F)F)s1 (stereo unspecified),5,-18
Cc1ccc(F)cc1NC(=O)c1ccc(OCC2CCCO2)cc1 (stereo unspecified),-6,9
CCCNC(=O)N1CCN(c2ncccn2)CC1,-7,-4
CCOC(=O)c1cnc(SCC(=O)Nc2cc(OC)ccc2OC)nc1N,-6,-27
CCOC(=O)c1c(C)oc2c1c1c(c3ccccc32)OCN(CCCC(=O)O)C1,-4,7
CCn1c(C)nc2cc(C(=O)OC)ccc21,-11,22
CS(=O)(=O)N1CCC(Oc2ccccc2C(=O)NC2CCOC2)CC1 (stereo unspecified),-2,-20
CCC(CC)C(=O)Nc1cc(NC(=O)C(CC)CC)cc(C(=O)O)c1,2,-4
Cc1ccc(Nc2nc(=O)c3cc([N+](=O)[O-])ccc3s2)cc1,-3,6
COc1ccc(C(CNC(=O)/C=C/c2c(Cl)nc3ccccn23)N(C)C)cc1 (stereo unspecified),-2,6
CCCN1CCc2c(sc(NC(=O)C3CCN(S(=O)(=O)c4cccs4)CC3)c2C(N)=O)C1,2,-1
O=C(NCc1cccnc1)C1CCN(S(=O)(=O)c2cc([N+](=O)[O-])ccc2Cl)CC1,3,7

# Additional structures follow:
SMILES,TAG inh DAPI viability,TAG inh
O=C(Nc1ccc(S(=O)(=O)Nc2nccs2)cc1)C1=NN(c2ccccc2)C(=O)CC1,8,-6
N=C(N)N=Nc1c(O)[nH]c2ccc(Br)cc12,8,25
COc1ccc(C(=O)C2CCCCC2=O)cc1 (stereo unspecified),-9,14
O=C1CN(C(=O)c2ccc(Br)o2)C(c2ccccc2)c2cc(Br)ccc2N1 (stereo unspecified),13,-14
COc1ccc(-c2c(NC(=O)c3ccco3)n(-c3ccc(C)cc3)nc(C)c2=O)cc1,5,-12
O=C(NCC(=O)N(c1cccc(F)c1)C(C(=O)NC1CCCC1)c1cccnc1)c1cccs1 (stereo unspecified),2,14
Cc1cnc(C(=O)OCC(=O)N=c2sccn2Cc2ccccc2Cl)cn1,2,-17
CN1C(=O)/C(=C/c2ccc(O)c([N+](=O)[O-])c2)N(C)C1=S,1,7
C#CCNC(=O)C1=C[C@H](c2ccc(Br)cc2)C[C@H](OCCCCO)O1,-12,-41
O=C(OCCCOC(=O)c1ccc(Br)o1)c1ccc(Br)o1,0,5
NC(=O)C1CCN(C(=O)c2ccc(Oc3cc(Cl)cc(Cl)c3)o2)CC1,1,9
C[C@@]12C(=O)Nc3cc(Cl)ccc3C(=O)N1[C@H]1c3ccccc3OC[C@@H]1[C@@H]2c1ccccc1,-8,3
COc1ccc(C(=O)NC2CC2)cc1OC1CCN(Cc2ccccc2)CC1,5,7
Cc1ccccc1C(=O)N1CCC(C(=O)Nc2nccs2)CC1,3,2
C=CCn1c(SCC(=O)c2ccc(O)c(O)c2)nnc1-c1cccnc1,1,-5
CCc1ccc(NC(=O)COC(=O)CC2CCCC2)cc1,3,-11
COc1ccc(CCNC(=O)CCCCC(=O)NCCc2ccc(OC)c(OC)c2)cc1OC,-2,-7
COc1ccc(OC)c(NC(=O)C2C(C(=O)O)C3(Cl)C(Cl)=C(Cl)C2(Cl)C3(Cl)Cl)c1 (stereo unspecified),2,-6
CCc1ccc(-c2nc(CSCC(=O)NCc3ccco3)c(C)o2)cc1,0,-9
COc1ccccc1CNC(=O)CN1C(=O)NC2(CCOc3ccccc32)C1=O (stereo unspecified),2,16
CC1N=C(N)C(c2nc3ccccc3n2C)=C1O (stereo unspecified),-4,6
O=C(COC(=O)COc1ccc(Br)cc1)NC1CCCC1,-5,12
COCCNc1nc(Nc2ccc(Cl)cc2F)c2sccc2n1,15,1
COC(=O)c1ccc2nc(C)cc(Nc3ccc(N(C)C)cc3)c2c1,16,11
O=C(O)c1cccc(-c2ccc(/C=N/Nc3ccc([N+](=O)[O-])cc3)o2)c1,9,-7
O=C1NN(c2ccccc2)C(=O)C1=Cc1ccccc1,-4,0
COc1ccc(S(=O)(=O)NC(=O)C2(C)CCN2C(=O)c2cccc(F)c2)cc1 (stereo unspecified),3,-3
Cc1ccccc1Nc1nc(N)nc(COC(=O)c2nn(C)c(=O)c3ccccc23)n1,-13,8
COc1cccc(NC(=O)C(C)Sc2nnc(C3CC3)n2C2CC2)c1 (stereo unspecified),7,18
CSc1cc(-c2ccccc2)n(Cc2c(Cl)cccc2Cl)c(=O)c1C#N,-29*,58*

# Exported with two lines to a compound: four of the compounds above
# Values run as follows: TAG inh DAPI viability, TAG inh
> COC(=O)c1ccc2nc(C)cc(Nc3ccc(N(C)C)cc3)c2c1
  16, 11
> O=C(O)c1cccc(-c2ccc(/C=N/Nc3ccc([N+](=O)[O-])cc3)o2)c1
  9, -7
> O=C1NN(c2ccccc2)C(=O)C1=Cc1ccccc1
  -4, 0
> COc1ccc(S(=O)(=O)NC(=O)C2(C)CCN2C(=O)c2cccc(F)c2)cc1 (stereo unspecified)
  3, -3

# (cont.)
SMILES,TAG inh DAPI viability,TAG inh
CCc1ccccc1NC(=O)CN1CCN(C(=O)CNC(=O)c2ccc(N3CCCC3=O)cc2)CC1,-2,9
CC1CCN(C(=O)CSc2nc(=O)n3ccccc3n2)CC1,3,2
COc1ccc(OC)c(NC(=O)c2cc3c(=O)n4ccccc4nc3n2C)c1,8,-25
C[C@@H]1CN([C@H](C)CO)C(=O)c2cccc(NS(=O)(=O)c3ccccc3)c2O[C@H]1CN(C)C,-7,-11
CC(C)CNc1nnnc2c1sc1nc(N3CCOCC3)c3c(c12)CC(C)(C)SC3,2,35
CC(C(=O)OCC(=O)Nc1ccc(S(N)(=O)=O)cc1)N1C(=O)c2ccccc2C1=O (stereo unspecified),-1,0
COc1ccc(NC(=O)C2OCCc3ccccc32)c(OC)c1 (stereo unspecified),-2,0
Cc1cc(C(=O)N2CCCC(N3CCN(c4cccc(C(F)(F)F)c4)CC3)C2)n[nH]1 (stereo unspecified),-2,-10
CC(C)(C)OC(=O)CC12CCCCC1NC(=O)O2 (stereo unspecified),-1,16
COc1cc(C(=O)NCC(c2cccs2)N2CCOCC2)c([N+](=O)[O-])cc1OC (stereo unspecified),1,-5
CC1(c2nnc(-c3ccc(Cl)cc3)o2)CC(c2ccc([N+](=O)[O-])cc2)=NO1 (stereo unspecified),-5,-10
O=C(COc1ccccc1Cc1ccccc1)Nc1cccnc1,0,-15
CC(=O)Nc1ccc(-c2csc(NNC(=O)c3ccc(C)cc3)n2)cc1,0,8
Cc1ccc(C(=O)/C=C/N(C)C)o1,3,-3
CCNC(=O)C1CCCN(C(=O)c2ccccc2OC(F)(F)F)CC1 (stereo unspecified),-1,-1

# 7 compounds picked at random from the list so far:
SMILES,TAG inh DAPI viability,TAG inh
O=C(COc1ccccc1Cc1ccccc1)Nc1cccnc1,0,-15
CC1CCN(C(=O)CSc2nc(=O)n3ccccc3n2)CC1,3,2
CCNC(=O)C1CCCN(C(=O)c2ccccc2OC(F)(F)F)CC1 (stereo unspecified),-1,-1
CC1(c2nnc(-c3ccc(Cl)cc3)o2)CC(c2ccc([N+](=O)[O-])cc2)=NO1 (stereo unspecified),-5,-10
CC(C(=O)OCC(=O)Nc1ccc(S(N)(=O)=O)cc1)N1C(=O)c2ccccc2C1=O (stereo unspecified),-1,0
COc1ccc(NC(=O)C2OCCc3ccccc32)c(OC)c1 (stereo unspecified),-2,0
Cc1cc(C(=O)N2CCCC(N3CCN(c4cccc(C(F)(F)F)c4)CC3)C2)n[nH]1 (stereo unspecified),-2,-10

# (more compounds)
SMILES,TAG inh DAPI viability,TAG inh
C[C@H](CO)N1C[C@H](C)[C@@H](CN(C)S(C)(=O)=O)Oc2ccc(NS(=O)(=O)c3cn(C)cn3)cc2C1=O,4,5
CC(=O)c1cnn(-c2c(Cl)cc(Cl)cc2Cl)c1C,2,0
COc1ccc(C(C)(O)c2nc(-c3cccc(C(=O)O)c3)cs2)cc1 (stereo unspecified),3,9
COc1cccc(C(=O)N2CCN(c3ccc(N4CCOCC4)nn3)CC2)c1,1,9
Cc1nc(C)c(-c2ccccc2)c(=O)[nH]1,3,-37
O=C(C1CCC1)N1CCc2cc(S(=O)(=O)NC3CCCC3)ccc21,-11,-18
Cc1ccccc1NC(=S)N/N=C/c1ccc(O)cc1O,-3,-17
Cc1cc(NS(=O)(=O)c2ccc(NC(=S)NC(=O)c3ccncc3)cc2)no1,1,3
Clc1nc(CN2CCOCC2)nc2sc3c(c12)CCC3,20,-8
O=C1NC(=O)C2C3OC(C(Br)C3Br)C12 (stereo unspecified),10,1
O=C(CN1C(=O)C2CC=CCC2C1=O)Nc1ccc(Br)cc1 (stereo unspecified),-3,8
CC1CCc2c(sc(NC(=O)C3CCCO3)c2C#N)C1 (stereo unspecified),-7,1

# Compound activity deposited in PubChem by Sanford-Burnham Center for Chemical Genomics.

# Some of the compounds tested; the hit share may differ from the screen's.
